# Screens deposited in PubChem by NMMLSC.
# GRK2 aptamer HTS: blocks RNA aptamer binding to human GRK2 | bead flow cytometry, FAM-aptamer displacement from GRK2 | actives 0.59% (n = 330,000) | inhibition of aptamer binding, % at 10 µM | AID 488847 | P25098;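 active = inhibition of aptamer binding above 40%, roughly 3 SD of noise, on plates passing a quality check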;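 note: median bead fluorescence of bound FAM aptamer so fluorescent compounds give negative values; no value below 0 was filed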
# AGP1 TOR yeast: yeast TOR pathway AGP1-GFP modulation; S. cerevisiae AGP1-GFP multiplex flow cytometry, 3 h; GFP as percent of DMSO wells; GFP response vs DMSO, % at 10 µM; actives 0.02% (n = 320,000); AID 2066;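 active = GFP response relative to DMSO above a set limit, near screen average plus 3 SD, cut at about 150% in these data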;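 note: median GFP channel fluorescence of the gated AGP1 strain per well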
# RPL19A TOR yeast: alters RPL19A-GFP fluorescence in TOR pathway yeast screen | percent response vs DMSO, % at 10 µM | S. cerevisiae RPL19A-GFP strain, flow cytometry, 3 h; stronger effect = lower value | actives 0.3% (n = 330,000) | AID 2025;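 active = percent response vs DMSO below 50%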;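 note: median channel GFP fluorescence of the barcoded RPL19A-GFP strain; ratio of sample median GFP to plate DMSO average so 100% = DMSO; lower means less RPL19A-GFP as with rapamycin TOR inhibition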
# MEP2 TOR yeast: yeast TOR pathway MEP2-GFP modulation; S. cerevisiae MEP2-GFP strain, flow cytometry GFP, 3 h; 100% = DMSO control level; GFP response vs DMSO, % at 10 µM; actives 0.51% (n = 330,000); AID 2016;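 active = GFP response versus DMSO above a set limit, roughly screen mean plus 3 SD, cut at about 180% in these data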;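 note: median GFP fluorescence of the barcode-gated MEP2-GFP cells per well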
# Yeast superoxide: caloric restriction mimetics inhibiting age-related superoxide in yeast; S. cerevisiae aged cells, superoxide DHE fluorescence; stronger effect = lower value; superoxide response (% of plate mean), % at 10 µM; actives 0.18% (n = 330,000); AID 2690;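 active = superoxide response under a set limit, about three screen SD below normal, cut at about 65% in these data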;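 note: yeast aged for seven days with compound at 30 °C before DHE staining; 100% = average MFI of all compound-treated wells on the plate with controls excluded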
# VLA-4 inh: inhibition in a human VLA-4 binding assay; P13612; VLA-4 expressing cells, ligand binding flow cytometry; inhibition, % (about 7 µM as worked out from the volumes in the protocol); actives 0.2% (n = 330,000); in the data active = inhibition above about 50%
# Target sequence (P13612 whole entry, looked up): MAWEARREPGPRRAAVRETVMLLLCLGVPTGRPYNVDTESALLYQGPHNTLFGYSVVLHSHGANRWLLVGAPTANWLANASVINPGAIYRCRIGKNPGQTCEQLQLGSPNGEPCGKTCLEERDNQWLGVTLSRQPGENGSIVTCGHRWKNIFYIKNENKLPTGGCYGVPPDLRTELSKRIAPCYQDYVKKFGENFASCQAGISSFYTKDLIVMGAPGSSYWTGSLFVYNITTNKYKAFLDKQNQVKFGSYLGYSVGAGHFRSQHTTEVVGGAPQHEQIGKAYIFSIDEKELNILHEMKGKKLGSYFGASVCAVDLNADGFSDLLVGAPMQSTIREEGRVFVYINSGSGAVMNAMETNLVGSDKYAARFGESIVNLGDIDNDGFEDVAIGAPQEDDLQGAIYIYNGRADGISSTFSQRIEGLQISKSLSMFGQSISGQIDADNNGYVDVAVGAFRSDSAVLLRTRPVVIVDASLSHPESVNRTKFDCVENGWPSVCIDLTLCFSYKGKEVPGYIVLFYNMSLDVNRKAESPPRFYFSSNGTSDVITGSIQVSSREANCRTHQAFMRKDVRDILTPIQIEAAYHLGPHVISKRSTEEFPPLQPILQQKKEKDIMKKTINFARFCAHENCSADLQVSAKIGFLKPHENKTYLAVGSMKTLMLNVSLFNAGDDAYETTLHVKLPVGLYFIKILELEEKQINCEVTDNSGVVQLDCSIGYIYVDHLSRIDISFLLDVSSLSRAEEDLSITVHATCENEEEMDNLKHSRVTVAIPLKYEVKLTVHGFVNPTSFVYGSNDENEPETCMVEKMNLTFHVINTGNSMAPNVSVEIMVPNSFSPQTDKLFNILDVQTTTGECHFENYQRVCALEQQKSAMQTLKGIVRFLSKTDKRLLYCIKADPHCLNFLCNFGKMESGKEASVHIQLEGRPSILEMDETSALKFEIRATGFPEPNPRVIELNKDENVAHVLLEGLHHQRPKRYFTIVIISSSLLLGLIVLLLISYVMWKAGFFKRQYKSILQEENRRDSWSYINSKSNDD
# CIT2-GFP yeast: yeast TOR pathway CIT2-GFP modulation | S. cerevisiae CIT2-GFP strain, flow cytometry, 3 h; 100 means same as DMSO wells | GFP response vs DMSO, % at 10 µM | AID 2029 | actives 0.065% (n = 320,000);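 active = GFP response relative to DMSO above a set limit, near the screen mean plus 3 SD, cut at about 150% in these data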;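 note: ratio of well median GFP fluorescence to mean of DMSO wells on the plate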
# LAP4-GFP MLPCN: yeast TOR pathway LAP4-GFP modulation | S. cerevisiae LAP4-GFP multiplex, flow cytometry GFP, 3 h; median GFP as percent of DMSO wells | GFP response vs DMSO, % at 10 µM | actives 0.34% (n = 320,000);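 active = GFP response vs DMSO above a set limit, about the screen mean plus 3 SD, cut at about 150% in these data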
# An asterisk follows results filed as active; i = inactive; · = no result given. This is a random part of the collection; any-hit rate near 1.7%.
SMILES,GRK2 aptamer HTS,AGP1 TOR yeast,RPL19A TOR yeast,MEP2 TOR yeast,Yeast superoxide,VLA-4 inh,CIT2-GFP yeast,LAP4-GFP MLPCN
CCc1cccc2c(C#N)cn(CC(=O)NCCOC)c12,0,·,91,96,100,1,93,96
CCCCCN1C(=O)/C(=C/c2c(N3CCc4ccccc4C3)nc3ccccn3c2=O)SC1=S,2,84,87,122,100,i,100,105
Cc1ccc(S(=O)(=O)N2CCN(Cc3cc(=O)n4ccccc4n3)CC2)cc1C,5,102,100,94,106,9,97,93
O=[N+]([O-])c1ccc(C23CC4CC(CC(O)(C4)C2)C3)cc1,1,105,91,136,79,6,110,112
Cc1cc(Nc2ccc(Cl)cc2)n2ncnc2n1,0,100,104,104,93,6,104,96
Cc1ccc(/C=C/C(=O)NC2CCS(=O)(=O)C2)cc1 (stereo not drawn),0,80,104,66,100,0,97,99
O=C1Nc2ccccc2C1(O)Cc1ccccn1 (stereo not drawn),4,102,99,93,89,1,81,95
COc1cccc(C2(O)C(=O)Nc3ccccc32)c1 (stereo not drawn),0,96,99,94,92,16,108,92
O=C(COC(=O)CCN1C(=O)c2ccccc2C1=O)Nc1ccccc1[N+](=O)[O-],4,103,103,105,94,12,105,103
O=C(CSc1ccc2nnc(CCNC(=O)c3ccccc3)n2n1)NCc1ccccc1,7,112,101,93,74,1,107,93
Cc1cnc(C(=O)OCC(=O)NC(C)CCc2ccccc2)cn1 (stereo not drawn),0,101,102,103,67,6,105,90
O=S(=O)(Nc1ccc2c(c1)OCCO2)c1ccc2oc3ccccc3c2c1,1,95,93,99,95,9,90,107
Cc1cc(Br)cn2ccnc12,0,77,86,81,93,3,·,79
Brc1ccc(C2Nc3cccc4cccc(c34)N2)s1,2,96,89,91,107,9,85,125
CCOc1cc(/C=C2/NC(=O)N(Cc3ccccc3F)C2=O)ccc1O,1,102,100,97,91,-7,104,99
Cc1cc(C)c(S(=O)(=O)N2CCCCC2)c(C)c1N(C)S(=O)(=O)c1ccccc1,1,101,96,102,97,12,98,101
COCCCNCCOc1ccc(C)cc1[N+](=O)[O-],0,108,105,106,102,8,97,106
CCc1nc(N2CCCC(C)C2)c2oc3ccccc3c2n1 (stereo not drawn),0,100,105,114,117,-1,112,113
O=C(O)Cc1ccc2[nH]c3ccc(CC(=O)O)cc3c2c1,3,97,96,96,100,14,90,106
Cc1cccc(CC(C)NC(=O)CCc2nnc(CCCCc3ccccc3)o2)n1 (stereo not drawn),2,108,105,101,93,-3,107,91

# 6 entries drawn at random from those above, as already listed:
SMILES,GRK2 aptamer HTS,AGP1 TOR yeast,RPL19A TOR yeast,MEP2 TOR yeast,Yeast superoxide,VLA-4 inh,CIT2-GFP yeast,LAP4-GFP MLPCN
Cc1ccc(S(=O)(=O)N2CCN(Cc3cc(=O)n4ccccc4n3)CC2)cc1C,5,102,100,94,106,9,97,93
Cc1ccc(/C=C/C(=O)NC2CCS(=O)(=O)C2)cc1 (stereo not drawn),0,80,104,66,100,0,97,99
O=C(CSc1ccc2nnc(CCNC(=O)c3ccccc3)n2n1)NCc1ccccc1,7,112,101,93,74,1,107,93
COc1cccc(C2(O)C(=O)Nc3ccccc32)c1 (stereo not drawn),0,96,99,94,92,16,108,92
Cc1cc(C)c(S(=O)(=O)N2CCCCC2)c(C)c1N(C)S(=O)(=O)c1ccccc1,1,101,96,102,97,12,98,101
Cc1cc(Br)cn2ccnc12,0,77,86,81,93,3,·,79

# Continued:
SMILES,GRK2 aptamer HTS,AGP1 TOR yeast,RPL19A TOR yeast,MEP2 TOR yeast,Yeast superoxide,VLA-4 inh,CIT2-GFP yeast,LAP4-GFP MLPCN
Cc1nnsc1C(=O)Nc1ccc(S(=O)(=O)N2CCCCC2)cc1,0,94,100,100,94,11,99,91
COc1cc(/C=C(\C#N)C(N)=O)ccc1OS(=O)(=O)c1ccc(C)cc1,0,104,101,90,91,5,93,96
COc1cccc(/C=C2\N=C(SC)SC2=O)c1OC,1,101,99,128,90,20,107,102
CCc1nnc(NC(=O)CSc2nnc(CNc3ccc(F)cc3)n2C2CCCCC2)s1,0,100,100,101,88,-10,102,103
O=S(=O)(c1ccccc1)N(CC1CO1)c1cc(Cl)ccc1Cl (stereo not drawn),0,108,104,97,96,-5,96,101
O=C(NCc1ccco1)/C(=C/C=C/c1ccccc1)NC(=O)c1ccco1,0,84,92,68,104,5,97,107
CCn1nc(C)c(C2C(C#N)=C(N)OC3=C2C(=O)CC(C)(C)C3)c1C (stereo not drawn),0,101,101,105,103,0,105,92
COc1ccc(-n2c(COc3cccc(C)c3)nnc2SCC(=O)NCc2ccco2)cc1,0,102,101,98,113,-4,88,·
Cc1nnc(N(C)C(=O)Cc2ccc3c(c2)OCO3)s1,0,98,102,97,102,6,99,100
Cc1c(OCC(=O)N2CCC(C(N)=O)CC2)ccc2c3c(c(=O)oc12)CCCC3,1,90,91,96,103,-14,93,96
Cc1[nH]c2ccccc2c1C(=O)C(=O)N1CC=C(c2ccccc2)CC1,0,108,105,108,118,·,105,106
C1=C(CCNc2ncnc3c2[nH]c2ccccc23)CCCC1,0,104,105,102,96,0,92,103
COc1ccc(C(=O)Cn2cnc3ccccc3c2=O)cc1,0,105,101,94,84,-1,92,95
Cc1cc(N2CCN(S(=O)(=O)Cc3ccccc3)CC2)n2ncnc2n1,1,90,90,89,114,2,·,91
COc1ccccc1C(=O)Nc1ccnn1C1CCN(C(C)CSC)CC1 (stereo not drawn),0,99,109,99,107,-17,102,81
CC(C)CN1CCC(CNC(=O)CCc2nnc(Cc3c[nH]c4ccccc34)o2)CC1,0,101,99,101,97,21,101,102
O=C(CCCC(=O)N/N=C/c1ccccc1C(=O)O)N/N=C/c1ccccc1C(=O)O,3,100,96,95,110,6,90,88
O=C(Nc1ccc(Cl)cc1)N(Cc1nc2ccccc2c(=O)[nH]1)Cc1cccs1,0,105,101,103,118,-11,104,94
CC(NC(=O)CN1CCOCC1)c1ccc(F)cc1 (stereo not drawn),2,105,101,104,95,6,108,98
CCN1CCN(c2nc3sc4c(c3c(=O)n2-c2ccc(OC)cc2)CCCCC4)CC1,1,97,99,106,102,9,100,101
COc1ccc(OCCC(=O)Nc2ccc(S(N)(=O)=O)cc2)cc1,1,103,105,116,97,11,103,107
CCSc1ccc(C(=O)Nc2ccc(Br)cn2)cc1[N+](=O)[O-],0,93,100,106,100,-2,97,116
Cc1ccc(C)c(NS(=O)(=O)c2ccc(NC(=O)c3ccco3)cc2)c1,1,104,98,103,128,-6,97,106
N#C/C(=C(/O)CSc1n[nH]c(N)n1)c1nc2ccccc2[nH]1,4,99,120,112,106,14,111,99
CCOc1ccc(-c2nnc(-c3ccccc3)n2-c2ccccc2)cc1,2,93,102,98,97,0,96,95
COc1ccccc1S(=O)(=O)Cc1ccc(C(=O)N2CCCC2)o1,1,103,98,98,101,-10,99,98
NC(=O)c1nsc(C(=O)N(CC(=O)NCc2ccco2)c2ccccc2F)c1N,6,95,94,104,87,7,101,98
COC(=O)Nc1nncs1,0,109,101,98,115,17,99,112
CN1CCc2c(sc(NC(=O)CS(=O)(=O)c3ccc(F)cc3)c2C(N)=O)C1,0,103,99,99,100,-10,104,95
Cc1c(NC(=O)CCC(=O)N2CCCCC2)c(=O)n(-c2ccccc2)n1C,0,98,97,106,102,19,101,99
CCc1ccc(C(=O)COC(=O)c2cc([N+](=O)[O-])ccc2NCCO)cc1,2,94,95,97,93,-1,91,104
COc1ccccc1NC(=O)/C(=N/OCc1ccc(F)cc1)C(C)=O,0,91,95,93,99,8,88,109
COc1ccc(C(=O)NCC(=O)OCC(=O)c2ccc3c(c2)NC(=O)CO3)cc1OC,0,98,101,101,90,-3,99,102
CCCCC[C@@H]1C=C(C(=O)O)[C@H](c2ccc(Cl)c(Cl)c2)N1S(=O)(=O)c1ccc(C)cc1,0,95,104,99,92,42,90,98
Nn1c(SCC(=O)Nc2ccc3c(c2)OCCO3)nnc1-c1cccnc1,0,88,106,98,118,-1,86,65
CN(C)S(=O)(=O)c1cccc(C(=O)N2CCN(C(=O)C3CCCO3)CC2)c1 (stereo not drawn),0,95,95,96,105,-4,84,95
Cc1cc2c(c(=O)o1)C1(C(=O)N(C)c3ccccc31)C(C#N)=C(N)O2 (stereo not drawn),10,101,100,106,110,6,97,102
Cc1sc(NC(=O)CCC(=O)O)c(C(N)=O)c1-c1ccccc1,0,99,98,98,100,-6,90,100
O=C(O)CN(c1ccccn1)S(=O)(=O)c1ccc(Cl)cc1,3,69,97,87,105,21,82,79
CN(C(=O)CSc1cc(C(=O)c2nccn2C)c2ccccc2n1)c1ccccc1,0,97,92,92,109,10,95,108
CCCCN(C(=O)c1cnccn1)c1c(N)n(CCC)c(=O)[nH]c1=O,1,99,96,98,98,-17,100,94
COc1ccc(OC)c(C2(O)CSC(=Nc3cccnc3)N2Cc2ccco2)c1 (stereo not drawn),2,98,96,105,95,29,98,96
Oc1[nH]c2ccccc2c1OCc1ccncc1,0,106,101,106,116,7,102,100
CCCCn1c(SCC(=O)Nc2nnc(C)s2)nc2c1c(=O)n(C)c(=O)n2C,5,96,95,106,94,-3,94,101
O=C(CSc1ccccc1C(=O)O)Nc1ccc2c(c1)OCO2,1,104,101,104,104,13,101,105
CC[C@]12c3[nH]c4ccccc4c3CCN1C(=O)C(CC(=O)NCC13CC4CC(CC(C4)C1)C3)C[C@@H]2C(=O)N1CCN(C(=O)c2ccco2)CC1 (stereo partly drawn),0,94,93,94,96,-9,91,90
CN(C)c1ccc(C(=S)NC2CCCCC2)cc1,3,97,92,94,93,9,83,107
Cc1c(Cl)cccc1NC(=O)CCN1CCCCCC1,0,95,93,106,96,5,84,99
c1ccc(-c2nc3ccccc3c3nc4ccccc4n23)cc1,2,95,102,103,111,12,97,88
O=C(CSc1nnc(Nc2ccccc2F)s1)NCC1CCCO1 (stereo not drawn),0,108,104,106,88,13,113,105

# Whole records as entered above. Screens in order: GRK2 aptamer HTS, AGP1 TOR yeast, RPL19A TOR yeast, MEP2 TOR yeast, Yeast superoxide, VLA-4 inh, CIT2-GFP yeast, LAP4-GFP MLPCN
# Shown for O=C(CSc1ccccc1C(=O)O)Nc1ccc2c(c1)OCO2 : 1, 104, 101, 104, 104, 13, 101, 105
# Shown for Oc1[nH]c2ccccc2c1OCc1ccncc1 : 0, 106, 101, 106, 116, 7, 102, 100
# Shown for O=C(CSc1nnc(Nc2ccccc2F)s1)NCC1CCCO1 (stereo not drawn) : 0, 108, 104, 106, 88, 13, 113, 105
# Shown for COc1ccc(OC)c(C2(O)CSC(=Nc3cccnc3)N2Cc2ccco2)c1 (stereo not drawn) : 2, 98, 96, 105, 95, 29, 98, 96
